From PubChem BioAssay
MEKK2wt PB1 HTS: raises or lowers MEK5 binding to wildtype human MEKK2 PB1 domain. Q9Y2U5. binding response (% of control), % at 10 µM. bead flow cytometry, Alexa488-MEK5 binding to MEKK2 WT; actives lie on both sides. actives 1.1% (n = 290,000); in the data active means binding response below about 67% or above about 130%
GPR7 antagonist: human neuropeptides B/W receptor 1 antagonism; P48145; GPR7-expressing cells, fluorescence antagonist assay; inhibition, % at 4.4 µM; actives 1.1% (n = 290,000); AID 1861; in the data active means inhibition above about 16%, passing the limit was not always enough;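 further: cells stimulated with the agonist NPW; 0% = agonist with vehicle and 100% = vehicle without agonist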
GalR3 antagonist: blocks the human galanin receptor 3; HEK293 GalR3-CNG cAMP membrane potential fluorescence; galR3 body fused to GalR1 C-terminus; actives 0.44% (n = 360,000); inhibition, % at 3 µM; AID 651719;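 active means inhibition above the screen-wide average plus 3 SD, cut at about 13% in these data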;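 further: forskolin and galanin both at EC90 stimulate the cells; cAMP rise reported by CNG channel membrane potential dye signal; 0% = forskolin plus galanin with DMSO and 100% = forskolin alone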
NALP1 inh: NALP1 inhibition; S. cerevisiae NALP1/ASC/caspase-1 growth, X-gal OD620, 72 h; AID 2071; actives 0.61% (n = 280,000); inhibition, % at 10 µM; in the data active means inhibition mostly above about 24%, no sharp cut-off; inactive means mostly below about 32%; further: some compounds called inactive have numbers as strong as hits
OXTR agonist: human OXTR agonism; CHO-OTR cells, Fluo-8 calcium fluorescence; normalized: DMSO 0%, oxytocin 100%; activation, % at 3 µM; actives 0.32% (n = 320,000); AID 2435; P30559;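 active means activation above the mean of all tested compounds plus 3 SD, cutoff set per screening run, cut at about 20% in these data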;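 further: peak over basal fluorescence ratio from a 100 s FLIPR kinetic read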
Target sequence (P30559 whole entry, looked up): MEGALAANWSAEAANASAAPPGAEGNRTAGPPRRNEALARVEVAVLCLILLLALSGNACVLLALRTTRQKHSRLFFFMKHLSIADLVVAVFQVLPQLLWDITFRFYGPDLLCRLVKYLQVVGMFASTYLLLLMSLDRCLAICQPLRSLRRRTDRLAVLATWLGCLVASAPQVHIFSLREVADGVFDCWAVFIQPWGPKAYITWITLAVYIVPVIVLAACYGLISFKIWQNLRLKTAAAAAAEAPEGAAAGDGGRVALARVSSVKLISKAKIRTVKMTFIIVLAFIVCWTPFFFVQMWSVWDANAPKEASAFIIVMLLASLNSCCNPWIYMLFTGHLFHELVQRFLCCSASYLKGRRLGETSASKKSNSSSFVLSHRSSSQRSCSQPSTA
MEKK2 mut-MEK5: signal of MEK5 binding to mutant human MEKK2 PB1 domain | AID 1530 | percent response, % at 10 µM | bead flow cytometry, Alexa488-MEK5 binding to MEKK2 mutant | actives 0.35% (n = 290,000); in the data active means percent response above about 24%, passing the limit was not always enough; further: inactives centre near 1; some results filed as inactive read as strong as hits
OXTR potentiator: potentiates the human oxytocin receptor response; actives 0.061% (n = 320,000); activation, % at 3 µM; CHO-OTR cells, Fluo-8 calcium fluorescence, potentiator mode; 0% = oxytocin EC15, 100% = EC100; P30559; AID 2445;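 active means activation above that plate's cutoff, the mean activation of tested compounds plus 3 SD, cut at about 6.6% in these data, passing the limit was not always enough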;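 further: 100% uses oxytocin at 75 nM as the full agonist control; some results filed as inactive read as strong as hits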
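assay system = CHO-OTR cells, human receptor | schedule = compound 6 min at room temperature before oxytocin, 100 s read | detection = Fluo-8 intracellular calcium fluorescence, ex 470-495, em 515-575 nm | evaluation = normalized max/min fluorescence ratio, % activation | control set = EC15 oxytocin alone as 0%, 75 nM oxytocin (EC100) as 100%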
M18AAP inhibitor: PfM18AAP enzyme inhibition; actives 1.2% (n = 290,000); inhibition, % at 7.35 µM; recombinant PfM18AAP, H-Glu-NHMec fluorogenic cleavage;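 active means inhibition above the campaign mean inhibition over all tested compounds plus 3 SD, cut at about 28% in these data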;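 further: 0% = plate median of test compound wells and 100% = 2 mM ZnCl2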
V1aR counter: activates human V1a receptor in oxytocin agonist counter-screen. P37288. CHO-V1R cells, Fluo-8 calcium fluorescence, agonist mode; 0% DMSO, 100% 3 nM vasopressin. activation, % at 3 µM. actives 0.25% (n = 320,000);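 active means activation above the mean activation of all tested compounds plus 3 SD, per screening run, cut at about 20% in these data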;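 further: signal is peak over basal fluorescence ratio across a 100 second FLIPR read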
* = called active by the depositor; . = not tested or not shown.

The opening two records, to show the layout:
Results follow in this order: MEKK2wt PB1 HTS	GPR7 antagonist	GalR3 antagonist	NALP1 inh	OXTR agonist	MEKK2 mut-MEK5	OXTR potentiator	M18AAP inhibitor	V1aR counter
Cc1nnc(-c2ccccc2)[nH]c1=O
    100	-2	-4	21	0.5	-4	4	-16	0.3
Cc1[nH]n(C(C)(C)C)c(=O)c1Sc1ccccc1
    95	-7	-1	8	-0.1	-7	7	2	-0.5

Results, repeating the preview:
Results follow in this order: MEKK2wt PB1 HTS	GPR7 antagonist	GalR3 antagonist	NALP1 inh	OXTR agonist	MEKK2 mut-MEK5	OXTR potentiator	M18AAP inhibitor	V1aR counter
Cc1nnc(-c2ccccc2)[nH]c1=O
    100	-2	-4	21	0.5	-4	4	-16	0.3
Cc1[nH]n(C(C)(C)C)c(=O)c1Sc1ccccc1
    95	-7	-1	8	-0.1	-7	7	2	-0.5
Cn1cc(S(=O)(=O)Nc2ccc3c(c2)OCCO3)cn1
    103	-14	1	7	-0.5	0	-13	-3	0.9
CCCOC(=O)Cn1cnc2scc(-c3ccc(C)cc3)c2c1=O
    104	-25	-2	6	-1.8	3	-4	3	-0.7
NC(=O)c1oc2ccccc2c1NC(=O)CN1CCCCC1
    111	-6	-7	-2	2.2	9	-5	-1	0.0
CCOc1ccc(CCNC(=O)C2CCN(S(=O)(=O)N3CC(C)CC(C)C3)CC2)cc1OCC (configuration not stated)
    100	-15	0	13	0.5	1	-5	3	-0.2
COCCn1nnnc1C(c1ccc(OC)cc1OC)N1CCN(c2ccccc2F)CC1 (configuration not stated)
    105	21*	-3	0	-1.5	0	-19	-2	-1.4
CCOC(=O)C(C(=O)NCc1ccc(F)cc1)c1ncc(C(F)(F)F)cc1Cl (configuration not stated)
    96	-3	-2	16	-1.6	-2	-5	5	0.6
CCCCc1ccc(NC(=S)Nc2ccc(Nc3ccc(OC)cc3)cc2)cc1
    129	-2	-6	20	0.8	10	0	8	-0.5
CCN(CCNC(=O)CN(C)S(=O)(=O)c1cccc2nsnc12)c1ccccc1
    105	3	-6	22	2.5	4	-9	19	1.7
COc1ccc(N2CCN(C(=O)Cn3c(=O)[nH]c4ccccc4c3=O)CC2)cc1
    98	-2	-2	7	0.4	-2	-4	-8	0.7
O=C(Nc1sc2c(c1C(=O)NC1CCCCC1)CCC2)c1ccco1
    97	-11	-7	19	.	2	.	-6	.
CCOc1ccc(NC(=O)Nc2ccc3c(c2)CCC3)cc1
    102	-11	0	6	-0.5	7	-6	0	0.8
CSC1=NC2(C)CCCCC2C12C=CC(=O)C=C2 (configuration not stated)
    73	3	-2	.	-0.2	-31	-2	-3	0.2
CSc1nc(N)nc2c1ncn2CC(=O)NCCCc1ccccc1
    .	.	-8	.	11	.	-10	.	6.3

Another view of some results above.
SMILES | MEKK2wt PB1 HTS | GPR7 antagonist | GalR3 antagonist | NALP1 inh | OXTR agonist | MEKK2 mut-MEK5 | OXTR potentiator | M18AAP inhibitor | V1aR counter
Cc1[nH]n(C(C)(C)C)c(=O)c1Sc1ccccc1 | 95 | -7 | -1 | 8 | -0.1 | -7 | 7 | 2 | -0.5
CCCCc1ccc(NC(=S)Nc2ccc(Nc3ccc(OC)cc3)cc2)cc1 | 129 | -2 | -6 | 20 | 0.8 | 10 | 0 | 8 | -0.5
Cn1cc(S(=O)(=O)Nc2ccc3c(c2)OCCO3)cn1 | 103 | -14 | 1 | 7 | -0.5 | 0 | -13 | -3 | 0.9

(cont.)
Results follow in this order: MEKK2wt PB1 HTS	GPR7 antagonist	GalR3 antagonist	NALP1 inh	OXTR agonist	MEKK2 mut-MEK5	OXTR potentiator	M18AAP inhibitor	V1aR counter
N#CCC(=O)Nc1ccc(C(=O)Nc2cccnc2)cc1
    102	-5	1	24	-0.5	1	-6	-10	0.2
O=C(Nc1nn[nH]n1)C12CC3CC(CC(C3)C1)C2
    98	8	-1	6	0.1	4	-8	16	0.2
O=C(NC(=S)Nc1ccc2c(c1)OCCO2)c1ccco1
    105	-1	-2	.	1.0	3	-2	3	1.2
Cc1ccccc1NC(=O)C1CCCN1S(=O)(=O)c1cccc2cccnc12 (configuration not stated)
    102	-5	.	-18	-0.4	4	1	7	-0.5
Cc1ccc(S(=O)(=O)N2CCCC(C(=O)NCCc3ccc(S(N)(=O)=O)cc3)C2)cc1 (configuration not stated)
    96	-1	-7	5	-0.2	0	-5	-9	0.3
CC(C(=O)N1CCOCCOCCOCC1)N1C(=O)c2ccccc2C1=O (configuration not stated)
    109	-16	1	13	1.2	7	2	-4	-0.2
COc1ccc(CCNC(=O)CCn2c(=O)c3cccn3c3cccnc32)cc1OC
    107	-11	-10	0	2.1	4	-7	-1	2.6

A second format for part of the listing above.
SMILES	MEKK2wt PB1 HTS	GPR7 antagonist	GalR3 antagonist	NALP1 inh	OXTR agonist	MEKK2 mut-MEK5	OXTR potentiator	M18AAP inhibitor	V1aR counter
COc1ccc(CCNC(=O)CCn2c(=O)c3cccn3c3cccnc32)cc1OC	107	-11	-10	0	2.1	4	-7	-1	2.6
O=C(NC(=S)Nc1ccc2c(c1)OCCO2)c1ccco1	105	-1	-2	.	1.0	3	-2	3	1.2
Cc1ccc(S(=O)(=O)N2CCCC(C(=O)NCCc3ccc(S(N)(=O)=O)cc3)C2)cc1 (configuration not stated)	96	-1	-7	5	-0.2	0	-5	-9	0.3
